Siah-1 displacement: Siah-1 peptide-binding antagonists, primary screen, biochemical, fluorescence polarization, rhodamine-plectin, uHTS (AID 1817) | Siah-1 / rhodamine-plectin peptide fluorescence polarization; higher % means a stronger effect | actives 0.02% (n = 290,000) | one-dose displacement, % at 20 µM; IC50 in µM for titrated hits;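 active = displacement of at least 50% at 20 µM, with a fluorescence ratio check between 0.3 and a set limit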;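 also: plate controls were Siah plus tracer with DMSO for no effect and tracer alone without Siah for full effect; strong numbers were not always called active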
PMI inhibition: human PMI inhibitors, high substrate, primary screen, biochemical, fluorescence intensity, high mannose 6-phosphate (AID 1220). recombinant PMI enzyme, coupled fluorescence intensity; higher % means a stronger effect. inhibition, % at 20 µM, or IC50 in µM where a hit was titrated. actives 0.66% (n = 190,000); in the data active = inhibition above about 50%
West Nile virus CPE: inhibition of WNV-induced cytopathic effect – cell-based, CPE readout (AID 1621) | actives 0.02% (n = 290,000) | West Nile virus-infected cells, CPE inhibition; higher % means a stronger effect | one-dose CPE inhibition, % at 10 µM; IC50 in µM for titrated hits; in the data active = a potency from the dose series; also: strong numbers were not always called active
PhoP inhibition: PhoP-dependent GFP reporter repression – Salmonella Typhimurium, primary screen (AID 1863). actives 0.16% (n = 300,000). inhibition, % at 50 µM, or IC50 in µM where a hit was titrated. S. Typhimurium PhoP-regulated promoter GFP reporter, 4 h; higher % means a stronger effect;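 active = inhibition over 29.93%, a cutoff 3 SD above the screen mean, later confirmed by dose response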;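 also: 0% = low Mg2+ inducing control and 100% = high Mg2+ repressing control; strong numbers were not always called active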
P. falciparum M17LAP: P. falciparum M17LAP inhibitors, primary screen, biochemical, fluorogenic H-Leu-NHMec substrate, 1536-well (AID 1619); inhibition, % at 30 µM, or IC50 in µM where a hit was titrated; recombinant M17LAP, H-Leu-NHMec fluorogenic kinetic assay; higher % means a stronger effect; actives 0.38% (n = 220,000);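 active = compound inhibiting the enzyme by more than half at any dose during confirmatory dose-response retesting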;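 also: plate controls were full reaction with DMSO carrier for no effect and no enzyme background for full effect; strong numbers were not always called active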
XIAP antagonists: small molecules displacing peptide from XIAP – biochemical, IAP family, fluorescence polarization (AID 1018). XIAP BIR domain, fluorescence polarization peptide displacement; higher % means a stronger effect. one-dose displacement, % at 20 µM; IC50 in µM for titrated hits. actives 0.007% (n = 200,000); in the data active = displacement above about 50%; also: a part of the inactive calls stands beside numbers as strong as those of hits
P. falciparum M1AAP: malaria alanyl aminopeptidase activity blockers – biochemical, fluorogenic H-Leu-NHMec substrate, 1536-well (AID 1445); recombinant M1AAP, H-Leu-NHMec fluorogenic kinetic assay; higher % means a stronger effect; inhibition, % at 30 µM; hits with a dose series show IC50 in µM; actives 0.42% (n = 220,000);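 active = primary inhibition above the hit cutoff, then over 50% inhibition at one or more dose response concentrations, cut at about 23% in these data, passing the limit was not always enough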;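 also: plate controls were DMSO full reaction for no effect and no enzyme background for full effect; strong numbers were not always called active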
Yfh1-depleted yeast: enhancers of respiration in Yfh1-depleted yeast, dose response, Friedreich's ataxia, plus single-dose screen (AID 1465). S. cerevisiae Yfh1-off respiration, WST-1 reduction, 72 h; higher fold induction means a stronger effect. one-dose fold induction at 50 µM; EC50 in µM for titrated hits. actives 0.074% (n = 220,000);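 active = fold induction of absorbance versus untreated yeast above a set limit, then at least 30% activation at any dose in follow-up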;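 also: activators that raise dye reduction in frataxin-depleted yeast; strong numbers were not always called active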
ER stress rescue: rescue of cells from ER stress-induced death, primary screen, 384-well, CSM14.1, thapsigargin, ATP luminescence (AID 1222); CSM14.1 thapsigargin-induced death rescue, ATP luminescence; higher % means a stronger effect; cellular ATP content (survival), % at 20 µM; hits with a dose series show EC50 in µM; 190,000 tested, under 10 active;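 active = EC50 below 50 µM in the dose-response confirmation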;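 also: death triggered by thapsigargin at about 15 µM added after 2 h compound pretreatment; cell ATP read after overnight thapsigargin exposure of roughly 18 to 22 hours; normalized against plate controls of thapsigargin alone and 5% DMSO vehicle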
Starred values were filed as active, the others as inactive; i = inactive; / = not tested or not shown.

SMILES	Siah-1 displacement	PMI inhibition	West Nile virus CPE	PhoP inhibition	P. falciparum M17LAP	XIAP antagonists	P. falciparum M1AAP	Yfh1-depleted yeast	ER stress rescue
CC1CCN(c2c(NCc3ccc(C(=O)NCc4ccco4)cc3)c(=O)c2=O)CC1	-3%	2%	/	13%	5%	-7.2%	1%	/	-3.3%
CC1(C)Cc2c(sc3ncn4c(=S)[nH]nc4c23)CO1	1%	/	-0.2%	3%	31%	-2.1%	-8%	i	-2.0%
CCc1ccccc1NNC(=O)c1snnc1C	21%	/	-1.6%	3%	-3%	/	6%	i	/
CC1(c2ccc3c(c2)OCO3)NC(=O)N(CC(=O)NCCC2=CCCCC2)C1=O (stereo unspecified)	1%	-5%	-0.7%	-1%	13%	-3.2%	4%	i	-0.8%
S=C(Nc1cccc(Cl)c1)Nc1cccc2cnccc12	66%	46%	-0.2%	44%	-4%	3.1%	0%	i	-1.5%
O=C(CCNC(=O)Cn1cnc2ccccc2c1=O)NCC1CCCO1 (stereo unspecified)	-2%	5%	2.8%	4%	-9%	-1.2%	7%	i	-0.4%
COc1ccccc1NC(=O)Nc1ccc(Cl)c(S(=O)(=O)Nc2ccccc2OC)c1	0%	7%	0.0%	-19%	7%	-6.3%	2%	i	-3.4%
CC1=C(C(=O)NC(C)CCc2ccccc2)C2(CCC(C)CC2)OC1=O (stereo unspecified)	6%	8%	-0.2%	1%	15%	-0.3%	0%	i	-0.3%
CCOc1ccc(N(CC(=O)NC2CCCCCC2)S(=O)(=O)c2c(C)[nH]c(=O)[nH]c2=O)cc1	5%	12%	0.4%	1%	12%	-3.5%	0%	i	-2.4%
c1ccc(Cn2nnnc2CN2CCOCC2)cc1	3%	4%	-0.3%	9%	-11%	-6.5%	-5%	i	-0.5%
Cc1cccc(-n2c(O)c(C=Nc3ccccc3-c3n[nH]c(=S)[nH]c3=O)c3ccccc3c2=O)n1	10%	/	0.8%	-5%	-6%	/	60µM*	i	/
CCc1ccc(C(=O)CCC2CCCCC2=O)cc1 (stereo unspecified)	1%	9%	-0.7%	1%	13%	-5.5%	-4%	i	3.5%
COc1cc(CC(=O)Nc2cccc(C(F)(F)F)c2)cc(OC)c1OC	1%	13%	-1.6%	9%	-2%	-4.0%	-6%	i	-9.3%
CCOC(=O)C1CCN(C(=O)c2ccccc2NS(=O)(=O)c2ccc(F)cc2)CC1	3%	-6%	0.5%	-19%	5%	-3.3%	8%	i	1.6%
O=C(NCCO)c1ccc2c3n(nc2c1)-c1ccc(Cl)cc1CO3	2%	/	0.3%	-3%	28%	/	6%	i	/
CCCc1ccc2c(N)c(C#N)sc2n1	3%	11%	-0.2%	/	/	-0.3%	/	i	-1.3%
Cc1ccc2c(c1)N(CC(=O)NCCc1c[nH]c3ccccc13)C(=O)CO2	6%	6%	0.3%	-3%	9%	-5.2%	3%	i	-0.9%
Cn1c(SCC(=O)C(C)(C)C)nnc1-c1ccncc1	0%	3%	0.1%	-1%	1%	-4.6%	2%	i	-0.5%
Cc1ccc(C)c(S(=O)(=O)N2CCC(c3nc4c(nnn4Cc4ccc(F)cc4)c(=O)[nH]3)CC2)c1	6%	10%	-0.3%	1%	3%	-20%	-2%	i	-6.5%
CC(=O)NC1(C(F)(F)F)C(=O)N(Cc2ccccc2)C2=C1C(=O)CC(C)(C)C2 (stereo unspecified)	1%	3%	0.1%	2%	6%	-3.8%	2%	i	0.1%
C/C(=N\NC(=S)Nc1ccc(C(C)C)cc1)c1ccc2c(c1)OCO2	-8%	5%	-1.2%	3%	-2%	-21%	-2%	i	-0.6%
CCn1cc(CNC(=O)CCSc2nc(-c3ccco3)cc(C(F)(F)F)n2)cn1	0%	-5%	-0.8%	2%	20%	0.2%	5%	i	-1.9%
COCCCNc1nc(N)c([N+](=O)[O-])c(Nc2ccccc2OC)n1	14%	/	1.2%	0%	2%	/	2%	i	/
O=C(CN1CCN(c2ccccc2Cl)CC1)NC1CCCc2ccccc21 (stereo unspecified)	3%	3%	-1.1%	-4%	6%	-6.7%	5%	i	0.6%
CC(=O)NC1=NN(C(C)=O)C(c2cccs2)S1 (stereo unspecified)	4%	-1%	-0.3%	-8%	2%	-2.3%	-3%	i	0.5%
Continuation:
SMILES	Siah-1 displacement	PMI inhibition	West Nile virus CPE	PhoP inhibition	P. falciparum M17LAP	XIAP antagonists	P. falciparum M1AAP	Yfh1-depleted yeast	ER stress rescue
CCOC(=O)c1nc2cc3n(c(CC(C)C)c-2c1C)CC(C)=C3C	1%	-136%	-0.2%	5%	-7%	-4.9%	8%	i	1.0%
COc1ccc(C/C(=N\O)c2ccc(OC)cc2)cc1	-4%	10%	0.3%	19%	-4%	-6.6%	-7%	i	-1.7%
CCc1ccc2c(c1)[C@H]1OCC[C@H]1[C@@H](c1cccs1)N2	-5%	9%	-1.1%	4%	16%	-3.3%	2%	i	-1.4%
Cn1c(=O)c2c(SCc3ccccc3)nc(C3CC3)nc2n(C)c1=O	0%	/	-0.5%	-9%	-3%	/	7%	i	/
O=C(NCc1ccccn1)c1cccc(NS(=O)(=O)c2cccc(F)c2)c1	1%	9%	0.0%	2%	4%	-10%	6%	i	-2.6%
S=C1N(c2ccccc2)C(c2cccc3ccccc23)N2CCCN12 (stereo unspecified)	-5%	1%	-0.1%	-12%	-2%	-6.7%	0%	i	-1.6%
O=C(O)CC(c1ccccc1)n1cnnn1 (stereo unspecified)	-2%	-1%	-0.1%	8%	10%	-4.5%	3%	i	7.1%
CC(C)NC(=O)CCCc1c[nH]c2ccccc12	-2%	-4%	-0.1%	7%	12%	-0.3%	-1%	i	-0.1%
COc1ccc(S(=O)(=O)NC(C)C(=O)O)cc1 (stereo unspecified)	5%	0%	1.0%	0%	2%	-9.3%	3%	i	-1.1%
CCN(CCNC(=O)C1CCN(S(C)(=O)=O)CC1)c1ccccc1	2%	8%	0.3%	-1%	-2%	-2.1%	8%	i	-3.1%
O=C(Nc1ccc2c(c1)OCCO2)c1cc(-n2cnnc2)ccc1Cl	-1%	0%	-0.2%	1%	5%	-4.8%	3%	i	6.0%
O=C(Nc1ccccc1Cl)c1ccc(Cl)cc1Cl	3%	1%	-1.3%	-4%	-2%	-3.6%	1%	i	0.6%
CCOc1ccc(OCCCCOc2ccccc2C(C)=O)cc1	4%	5%	-0.4%	13%	-6%	1.0%	-1%	i	2.0%
CC(C)c1ccc2[nH]c(O)c(N=NC(=O)c3cccc(S(=O)(=O)Nc4ccc(Cl)cc4)c3)c2c1	3%	-4%	0.7%	-1%	12%	0.7%	3%	i	0.0%
CN(C)CCNC(=S)Nc1ccccc1Cl	1%	-14%	1.0%	-17%	-2%	-5.9%	15%	i	-0.8%
O=C(C1=C(O)C(=O)N(CCN2CCOCC2)C1c1cccnc1)c1cc2ccccc2o1 (stereo unspecified)	0%	-65%	-0.2%	-8%	22%	-0.5%	6%	i	0.1%
CCC(=O)N1CCc2cc(Br)cc(S(=O)(=O)NCCN3CCCCC3C)c21 (stereo unspecified)	2%	1%	-0.6%	-3%	-14%	1.1%	11%	i	1.1%
COCCCNC(=O)CC(NS(=O)(=O)c1ccc(C)cc1)c1ccco1 (stereo unspecified)	0%	-2%	0.0%	-8%	-2%	1.2%	-2%	i	-2.1%
Cc1ccc(CNC(=O)CSc2nc3ccccc3c3nc(C)nn23)cc1	-1%	4%	-0.2%	-12%	-11%	-2.2%	-6%	i	-0.4%
COC(=O)c1cc(C(=O)c2cccc(Cl)c2Cl)cn1C	1%	8%	-0.6%	11%	4%	-7.6%	-3%	i	-0.8%
CC1CCN(C(=O)C2CCN(S(=O)(=O)c3cccc4nsnc34)CC2)CC1	1%	0%	0.6%	3%	4%	-9.1%	0%	i	-1.5%
COc1ccccc1N(CC(O)Cn1c2ccccc2c2ccccc21)S(=O)(=O)c1ccccc1 (stereo unspecified)	-3%	18%	0.9%	3%	18%	-1.3%	4%	i	-2.0%
Oc1ccccc1/C=N/N1CCCCC1	5%	8%	0.3%	-1%	5%	-3.0%	3%	i	-1.6%
O=C1COc2ccc(C(=O)c3ccccc3C(=O)O)cc2N1	16%	-3%	0.6%	-6%	0%	0.3%	0%	i	-2.5%
NC(=O)C1CCN(C2CC(=O)N(Cc3ccc(N4CCCC4=O)cc3)C2=O)CC1 (stereo unspecified)	4%	3%	0.7%	-8%	-3%	-3.2%	9%	i	2.9%
CSc1[nH]c(=O)c(C(=O)O)cc1C#N	6%	-1%	0.1%	8%	-15%	-3.5%	-1%	i	0.1%
CCOC(=O)Cn1c(N)c(C(=O)OC)sc1=S	-1%	-9%	0.0%	-10%	-12%	-1.6%	9%	i	-2.6%
Cc1cc(/C=N/Nc2ccc([N+](=O)[O-])cn2)c(C)n1-c1ccccc1	5%	-47%	-0.2%	-9%	10%	-4.8%	9%	i	-1.4%
Cc1ccc(/C([O-])=C(/C(=S)NCCN2CCOCC2)[n+]2ccccc2)cc1[N+](=O)[O-]	0%	23%	-0.4%	0%	5%	-4.8%	0%	i	-0.5%
COc1ccc(CNC(=O)C(c2cccs2)N(C(=O)c2csnn2)C2CC2)cc1 (stereo unspecified)	-1%	1%	0.0%	9%	11%	-1.3%	-5%	i	-1.5%

Structural class: the entries above containing an NH in an aromatic ring.
SMILES	Siah-1 displacement	PMI inhibition	West Nile virus CPE	PhoP inhibition	P. falciparum M17LAP	XIAP antagonists	P. falciparum M1AAP	Yfh1-depleted yeast	ER stress rescue
CC1(C)Cc2c(sc3ncn4c(=S)[nH]nc4c23)CO1	1%	/	-0.2%	3%	31%	-2.1%	-8%	i	-2.0%
CCOc1ccc(N(CC(=O)NC2CCCCCC2)S(=O)(=O)c2c(C)[nH]c(=O)[nH]c2=O)cc1	5%	12%	0.4%	1%	12%	-3.5%	0%	i	-2.4%
Cc1cccc(-n2c(O)c(C=Nc3ccccc3-c3n[nH]c(=S)[nH]c3=O)c3ccccc3c2=O)n1	10%	/	0.8%	-5%	-6%	/	60µM*	i	/
Cc1ccc2c(c1)N(CC(=O)NCCc1c[nH]c3ccccc13)C(=O)CO2	6%	6%	0.3%	-3%	9%	-5.2%	3%	i	-0.9%
Cc1ccc(C)c(S(=O)(=O)N2CCC(c3nc4c(nnn4Cc4ccc(F)cc4)c(=O)[nH]3)CC2)c1	6%	10%	-0.3%	1%	3%	-20%	-2%	i	-6.5%
CC(C)NC(=O)CCCc1c[nH]c2ccccc12	-2%	-4%	-0.1%	7%	12%	-0.3%	-1%	i	-0.1%
CC(C)c1ccc2[nH]c(O)c(N=NC(=O)c3cccc(S(=O)(=O)Nc4ccc(Cl)cc4)c3)c2c1	3%	-4%	0.7%	-1%	12%	0.7%	3%	i	0.0%
CSc1[nH]c(=O)c(C(=O)O)cc1C#N	6%	-1%	0.1%	8%	-15%	-3.5%	-1%	i	0.1%
